GSK3A inh: blocks human GSK-3 alpha kinase. ADP-Glo luminescence, 60 min. 320,000 compounds, 0.1% hits. P49840. inhibition, % at 10 µM;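 in the data active = inhibition above about 50%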;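 note: GST-tagged GSK-3 alpha with peptide substrate and 25 µM ATP; 0% = DMSO neutral wells and 100% = GW8510 positive control wells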
Target sequence (P49840 whole entry, looked up): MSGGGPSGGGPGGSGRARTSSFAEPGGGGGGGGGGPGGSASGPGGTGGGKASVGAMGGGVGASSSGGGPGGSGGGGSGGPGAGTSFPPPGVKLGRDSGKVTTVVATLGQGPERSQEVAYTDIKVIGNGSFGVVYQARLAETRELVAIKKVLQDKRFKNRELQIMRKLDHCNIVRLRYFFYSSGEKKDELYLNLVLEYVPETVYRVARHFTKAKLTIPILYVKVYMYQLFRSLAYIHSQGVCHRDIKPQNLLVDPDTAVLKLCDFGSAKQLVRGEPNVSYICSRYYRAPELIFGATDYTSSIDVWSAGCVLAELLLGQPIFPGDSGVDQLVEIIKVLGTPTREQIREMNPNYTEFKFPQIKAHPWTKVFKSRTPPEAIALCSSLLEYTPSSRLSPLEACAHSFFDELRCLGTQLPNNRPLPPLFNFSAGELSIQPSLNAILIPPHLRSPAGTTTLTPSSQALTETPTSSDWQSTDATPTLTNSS
GSK3beta inhib: inhibitors of human GSK3beta kinase. activity score (negative = inhibition), % at 10 µM. 300,000 compounds, 0.038% hits. P49841. GST-GSK3beta kinase, ADP-Glo luminescence, 60 min; hits give low values;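 active = more than half of replicate wells score below -50%, meaning over 50% inhibition versus plate controls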;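 note: 0% = median DMSO wells and -100% = median GW8510 positive control wells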
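Assay system: GST-tagged human GSK3beta kinase, cell-free; Input: 1.6 ng GSK3beta; Medium: Tris/MgCl2 kinase buffer; Timing: 60 min enzyme reaction, room temperature; Signal: ADP-Glo luminescence quantifying ADP generated by kinase; Evaluation: score relative to plate controls; Benchmarks: DMSO neutral wells and GW8510 at 20 µM as positive.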
HSP90 inh: inhibitors of HSP90 luciferase refolding in rabbit reticulocyte lysate | luciferase refolding luminescence, 3 h | inhibition, % at 5.6 µM | 290,000 compounds, 0.91% hits | AID 1789;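 active = inhibition above the screen-wide mean plus 3 SD, computed separately per campaign, cut at about 16% in these data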;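 note: 0% = DMSO wells and 100% = 60 µM geldanamycin wells; inhibitors lower the luminescence because luciferase stays unfolded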
Platelet DG rel: modulates dense granule release in human platelets; inhibition, %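 (compounds screened at 7.5 µM in platelet-rich plasma)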; human platelet-rich plasma, SFLLRN dense granule ATP release, luminescence; AID 1663; 300,000 compounds, 0.22% hits;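 active = mean replicate score, as percent of positive control, at or above 50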
HSF-1 act: increases HSF-1 driven luciferase reporter signal; NIH3T3-HGL HSF-1 luciferase reporter, MG132, 8 h; 100% = twice DMSO control signal; activation, % at 9 µM; 300,000 compounds, 1.7% hits;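 active = mean replicate activation of at least 50% with a set share of replicates each reaching 50%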;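 note: 0% = median of the neutral control wells and 100% = twice that signal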
HSF1 inhib: HSF1 inhibition. activity change, negative = inhibition, % at 7.5 µM (by protocol). NIH3T3-HGL HSE-luciferase, MG132-induced, luminescence 8 h; hits give low values. AID 2098. 300,000 compounds, 0.77% hits;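 active = more than half of replicate wells show activity change below -50%, luminescence cut by over half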;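 note: luciferase reports HSF-1 transcriptional activity via heat shock element; 0% = median of DMSO wells and -100% = zero luminescence signal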
Dyrk1A ADPGlo: inhibitors of rat Dyrk1A kinase | ADP-Glo luminescence, NFATc1 peptide | inhibition, % at 12.5 µM | 310,000 compounds, 0.43% hits | Q63470; in the data active = inhibition above about 50%;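 note: plate controls were vehicle with enzyme for no effect and no enzyme for full effect; many of its hits are not listed in these tables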
AI-2 QS mod: modulators of Vibrio harveyi AI-2 quorum sensing system | 300,000 compounds, 0.4% hits | Vibrio harveyi JMH597 AI-2 luminescence/OD600 ratio, 9 h; hits give low values; strain lacks LuxN and CqsS sensors; 0 = neutral-control median | AID 2094 | activity change, % at 7.5 µM; in the data active = activity change below about -75%, passing the limit was not always enough;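 note: luminescence divided by OD600 gain over 9 h not by final OD600 alone; inactives centre near 13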
PolyA inh: blocks polyadenylation in yeast reporter cells | S. cerevisiae SKY197-pL101 polyadenylation reporter, beta-gal luminescence; efflux-impaired pdr1/pdr3 knockout yeast; score 100 = 6 SD above DMSO | calls only at 12 µM | 300,000 compounds, 0.02% hits | AID 1875;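 active = lowest replicate activity score at least 50, where 100 means six control SD above control mean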;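 note: yeast exposed to compound for 9 h at 30 °C; higher score means more reporter readthrough which indicates perturbed polyadenylation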
HDAC3 inh: human HDAC3 inhibition; O15379; recombinant HDAC3, fluorogenic peptide/trypsin coupled, fluorescence; inhibition, % at 8.3 µM; 320,000 compounds, 0.15% hits; AID 2718; in the data active = inhibition above about 26%, passing the limit was not always enough
Target sequence (O15379 whole entry, looked up): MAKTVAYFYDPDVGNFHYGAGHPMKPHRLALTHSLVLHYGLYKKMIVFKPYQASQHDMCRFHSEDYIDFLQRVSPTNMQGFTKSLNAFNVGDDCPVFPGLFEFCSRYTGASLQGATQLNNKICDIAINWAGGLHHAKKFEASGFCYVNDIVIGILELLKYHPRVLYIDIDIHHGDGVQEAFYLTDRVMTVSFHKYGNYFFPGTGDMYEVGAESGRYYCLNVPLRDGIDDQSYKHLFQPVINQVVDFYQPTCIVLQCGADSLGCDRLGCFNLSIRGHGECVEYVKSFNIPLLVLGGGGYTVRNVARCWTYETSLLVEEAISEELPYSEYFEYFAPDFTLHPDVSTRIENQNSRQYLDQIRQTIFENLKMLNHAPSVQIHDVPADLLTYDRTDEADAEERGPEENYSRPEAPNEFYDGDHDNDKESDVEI
Starred values were filed as active, the others as inactive; i = inactive; . = no result given. Not all compounds are listed (hit frequency here may not be typical).

mol	GSK3A inh	GSK3beta inhib	HSP90 inh	Platelet DG rel	HSF-1 act	HSF1 inhib	Dyrk1A ADPGlo	AI-2 QS mod	PolyA inh	HDAC3 inh
CC(=Nc1ccccc1C(F)(F)F)c1ccncc1	2	-2	-2	-10	-1	-16	0	12	i	-1
O=C(Nc1cccc(-c2ccc(N3CCOCC3)nn2)c1)c1ccc(F)cc1F	-1	-3	.	21	14	6	-7	4	i	-3
CCOC(=O)c1sc(=S)n(-c2ccc(OC)cc2)c1C	-2	-1	3	-18	8	-6	.	29	i	0
O=C(O)/C=C\C(=O)Nc1ccccc1N1CCN(c2ccccc2)CC1	-6	2	-4	-6	5	0	-5	16	i	9
CC(C)C(=O)c1cc2c(cc1NC(=O)c1ccccc1)OCCO2	1	0	0	11	12	2	19	22	i	-2
CC(COS(N)(=O)=O)Cc1ccc(C(F)(F)F)cc1 (stereo not given)	-2	-15	1	8	6	2	2	27	i	10
COC(=O)c1cc(C(=O)c2ccccc2)n2c(=O)/c(=C\N(C)C)sc12	-1	3	0	-13	-21	-8	.	4	i	-2
O=C(NCC1CCCN(Cc2ccccc2F)C1)c1cccc(C(F)(F)F)c1 (stereo not given)	-1	-9	12	-1	15	-1	-1	38	i	0

The results go on.
mol	GSK3A inh	GSK3beta inhib	HSP90 inh	Platelet DG rel	HSF-1 act	HSF1 inhib	Dyrk1A ADPGlo	AI-2 QS mod	PolyA inh	HDAC3 inh
O=C(CSc1nc2ccccc2c(=O)n1-c1ccccc1)N1CCC1	-2	-3	-3	-1	21	-2	4	8	i	0
CCOC(=O)Cn1c2ccc(C)cc2c2nc(C)sc21	-2	1	0	-5	-2	-1	-6	9	i	1
Cc1cc(C)n(-c2ccc(NC(=O)C3CCCCN3C(=O)c3cc(C)oc3C)cc2)n1 (stereo not given)	-2	1	-7	-1	15	1	1	6	i	-1
c1cncc(-c2noc(-c3ccco3)n2)c1	1	-2	-3	5	32	24	-3	12	i	6
Cc1cc(SCC(=O)Nc2cccc(S(=O)(=O)N3CCOCC3)c2)nc2ccccc12	-1	-3	4	2	33	25	4	23	i	2
CCOC(=O)N1CCC(NC(=O)c2cc3c(-c4cccc(OC)c4)nn(C)c3s2)CC1	4	1	-1	2	30	15	7	16	i	-3
CCN1CCN(CC(O)COCCOc2ccc(Br)cc2)CC1 (stereo not given)	-1	0	3	-1	-6	-12	-5	5	i	-4
CCCc1cc(=O)[nH]c(SCC(=O)N(C)C2CCS(=O)(=O)C2)n1 (stereo not given)	-1	2	-1	-23	-4	-7	8	18	i	12

More compounds follow.
mol	GSK3A inh	GSK3beta inhib	HSP90 inh	Platelet DG rel	HSF-1 act	HSF1 inhib	Dyrk1A ADPGlo	AI-2 QS mod	PolyA inh	HDAC3 inh
Cn1cc(C(=O)N/N=C/c2cccc([N+](=O)[O-])c2)c2ccccc21	-1	-2	-2	9	12	10	.	24	i	3
COCCCNC(=O)CNC(=O)c1nn(-c2ccc(OC)cc2OC)c(=O)c2ccccc12	-2	2	-3	-1	2	-6	-2	12	i	6
CC(=O)c1cc(C#N)c(SCCC(C)C)nc1C	-2	7	-6	4	7	6	-3	26	i	6
O=C(NCc1ccccc1)[C@H]1C[C@@H]1[C@H](NP(=O)(c1ccccc1)c1ccccc1)c1ccccc1	-1	1	-3	-3	-9	-3	-2	9	i	-2
COc1cccc2cc(C(=O)Nc3ccccc3Cl)/c(=N/NS(=O)(=O)c3ccccc3)oc12	-1	-2	-1	-1	14	1	-2	8	i	3
CC(=O)Nc1ccc(NS(=O)(=O)c2ccc(OC(C)C(=O)N3CCOCC3)cc2)cc1 (stereo not given)	-1	2	.	-20	2	3	-1	-16	i	2
O=C(Nc1ccnc(-c2cccnc2)n1)c1ccc(Cl)cc1	0	1	1	-1	34	1	32	-5	i	1
CN(C)C(CNC(=O)c1c(F)cccc1Cl)c1ccco1 (stereo not given)	-2	0	-4	-2	-11	-10	7	20	i	2

Next section, overlapping the part above by 2 compounds.
mol	GSK3A inh	GSK3beta inhib	HSP90 inh	Platelet DG rel	HSF-1 act	HSF1 inhib	Dyrk1A ADPGlo	AI-2 QS mod	PolyA inh	HDAC3 inh
O=C(Nc1ccnc(-c2cccnc2)n1)c1ccc(Cl)cc1	0	1	1	-1	34	1	32	-5	i	1
CN(C)C(CNC(=O)c1c(F)cccc1Cl)c1ccco1 (stereo not given)	-2	0	-4	-2	-11	-10	7	20	i	2
CC1=C(C(=O)OCc2ccccc2)C(c2cccc([N+](=O)[O-])c2)NC(=O)N1 (stereo not given)	.	-2	0	2	4	-7	-6	-11	i	3
O=S(=O)(c1ccccc1)N(CC(O)COc1ccccc1)c1ccccc1 (stereo not given)	-2	0	0	-2	3	-2	-3	-6	i	-2
CC(C)c1nc2n[nH]c(N)c2c2c1CCC2	0	1	0	7	16	4	6	3	i	7
Cc1nc2cc(-c3cccc(F)c3)nn2c(C)c1CCC(=O)N1CCN(c2ccccn2)CC1	0	-1	.	-29	-7	-1	-4	21	i	-13
Cc1ccc(OCC(=O)N2CCc3ccccc3C2)c(Br)c1	0	5	-5	4	76*	59	11	14	i	1
CCC(=O)N[C@@H]1CC(C(C)(C)NC(=O)CC)CC=C1C (stereo not given in full)	-2	4	-1	0	15	3	0	26	i	1
Nc1c(-c2cccs2)cnn1-c1nc(-c2ccc(F)cc2)cs1	0	1	2	7	26	12	-4	10	i	2
COc1ccc(C(C(=O)NC2CCCC2)N(CCC(C)C)C(=O)CCC(=O)Nc2cc(C)on2)cc1 (stereo not given)	1	4	2	2	37	1	-2	2	i	4

Next section:
mol	GSK3A inh	GSK3beta inhib	HSP90 inh	Platelet DG rel	HSF-1 act	HSF1 inhib	Dyrk1A ADPGlo	AI-2 QS mod	PolyA inh	HDAC3 inh
COc1ccc(NC(=O)c2ccc(NC(=O)COC(=O)c3cnc(C)cn3)cc2)cc1	1	0	.	4	0	-10	-3	4	i	-4
Cc1nn(C(C)C(=O)NCCc2cccs2)c(=O)c2nn(-c3ccccc3)c(C)c12 (stereo not given)	-1	-3	2	4	-3	4	3	28	i	1
CCOC(=O)C1=C(C)NC(=O)CC1c1ccccc1OC (stereo not given)	-2	-4	1	-1	-14	2	.	33	.	-2
Cc1occc1C(=O)NNC(=O)Cc1ccccc1	-5	1	0	-1	13	2	-1	34	i	-1
COCCN(CC(=O)NCC1CCCO1)C(=O)CCC(=O)Nc1ccccn1 (stereo not given)	9	0	-2	4	.	.	-2	21	i	-5
Nc1nc(CSC(=S)N2CCOCC2)nc(Nc2ccccc2)n1	0	-6	-6	-2	40	3	6	5	i	1
O=C(O)c1ccccc1C(=O)Nc1cc(-c2ccccc2)[nH]n1	-2	2	1	6	-13	-8	-3	29	.	-7
CN(Cc1c(F)cccc1Cl)C(=O)c1cnc2ccccc2n1	-1	-4	-1	27	-12	2	2	13	i	7

Going on with the list:
mol	GSK3A inh	GSK3beta inhib	HSP90 inh	Platelet DG rel	HSF-1 act	HSF1 inhib	Dyrk1A ADPGlo	AI-2 QS mod	PolyA inh	HDAC3 inh
CCCCOC(=O)c1c(C)oc2ccc(NS(=O)(=O)c3ccc4c5c(cccc35)C(=O)N4)cc12	.	1	5	2	2	3	5	28	i	17
CCOC(=O)N1CCC(NS(=O)(=O)c2cc(Br)cc3c2N(C(=O)CC)CC3)CC1	-1	-5	6	0	-16	-1	-1	10	i	-1
COc1cc(Cl)c(S(=O)(=O)NCc2ccccn2)cc1Cl	-2	0	0	-1	3	-6	6	12	i	1
Cn1c(Cn2c(=O)sc3ccccc32)nnc1SCC(=O)NCc1ccco1	-3	2	-4	5	-8	-4	23	31	i	0
Cc1ccc(S(=O)(=O)N2CCCC2C(=O)OCC(=O)Nc2ccc3c(c2)OCO3)cc1 (stereo not given)	-1	2	1	2	-1	-2	-5	49	i	-13
COC(=O)c1cccc(NC(=O)CCCOc2cccc(C)c2)c1	-2	1	2	5	-5	3	11	15	i	0
O=C(Cc1n[nH]c(=O)c2ccccc12)N1CCN(c2ccc(F)cc2)CC1	-8	0	-1	2	3	0	.	18	i	-8
CC1=C(C(=O)OCCOC(C)C)C(c2cc3c(cc2Br)OCO3)C2=C(CCCC2=O)N1 (stereo not given)	-4	3	1	0	-6	13	-2	19	i	3

Remaining list, next part.
mol	GSK3A inh	GSK3beta inhib	HSP90 inh	Platelet DG rel	HSF-1 act	HSF1 inhib	Dyrk1A ADPGlo	AI-2 QS mod	PolyA inh	HDAC3 inh
CCc1ccccc1NC(=O)C1CCCN(S(=O)(=O)c2ccc3c(c2)CC(C)N3C(C)=O)C1 (stereo not given)	0	-5	1	-2	2	1	56*	6	i	-16
COc1cc(C2CC(=O)N(c3ccc(C)cc3)C(=O)C2)cc(OC)c1OC	0	-2	0	-11	2	-6	.	12	i	-4
O=C(NC(=S)NNC(=O)c1ccccc1[N+](=O)[O-])c1ccccc1	10	5	-1	-35	1	3	0	19	i	-3
COc1ccc(NC(=O)c2ccc(S(=O)(=O)NCc3cccnc3)cc2)cc1	-38	4	-2	-3	-20	-9	-7	8	i	-11
Cc1onc(-c2ccccc2)c1C(=O)NCC1CCN(C(=O)c2c(-c3ccccc3)noc2C)CC1	1	-1	12	-7	9	-8	.	43	i	0
CCCCC1(C(=O)OC)NC(c2ccc(O)cc2)C2C(=O)N(c3ccccc3)C(=O)C21 (stereo not given)	-1	-3	2	-1	-12	-11	-4	5	i	15
O=C(Nc1ccc2c(c1)OCO2)c1n[nH]c(=O)c2ccccc12	0	2	-2	11	10	17	5	17	i	7
Cc1occc1C(=O)N1CCCC(CCC(=O)NCc2ccc(F)c(F)c2)C1 (stereo not given)	1	-5	-4	3	14	-5	-3	-8	i	7
CCCCOC(=O)c1cccc(NC(=O)CCC(=O)O)c1	-1	1	3	-1	17	-2	-2	12	i	8
COCCNC(=O)c1cc(-c2ccncc2)nc2ccc(S(=O)(=O)N3CCOCC3)cc12	2	-1	-6	-1	0	-1	-1	38	i	-5

From PubChem
